SUMO Mot1 rescue – yeast Mot1-301 growth rescue at high temperature, primary screen, SUMOylation pathway inhibitor project, S. cerevisiae, ATP luminescence, 38.5C; growth rescue, % at 18.8 µM; S. cerevisiae Mot1-301 growth rescue; percent above DMSO median, 100 means doubled; 320,000 tested, 1% active;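 active means every valid replicate shows activation above 250% relative to neutral control wells; inactive means the rest, any valid replicate at or below 250%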;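 further: OY570 slx delta 5 strain wells were the positive control but not used for scaling; some compounds called inactive have numbers as strong as hits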
AddAB inh – growth inhibition of E. coli expressing H. pylori AddAB, primary screen, AddAB inhibitor project, absorbance | 330,000 tested, 0.29% active | AID 435030, 2010 | inhibition, % at 11.9 µM; in the data active means inhibition above about 12%;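 further: 0% = vehicle wells of infected cells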
PKA-R1A act – activators of PKA-R1A holoenzyme, primary screen, biochemical, fluorescence polarization, Cy5-IP20, bovine R1A, mouse PKAc; 340,000 tested, 0.083% active; PKA-R1A dissociation; scaled: DMSO 0%, 113 µM cGMP 100%; activation, % at 11.4 µM; AID 504707, 2011;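 active means percent activation above the mean of all tested compounds plus 3 SD, cut at about 19% in these data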;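 further: higher means more PKAc released from R1A so a rise in polarization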
Tat export inh – E. coli Tat export inhibitors, primary screen, MC4100, TorA-mCherry reporter, fluorescence, single point; inhibition, % at 10 µM; 340,000 tested, 0.036% active; AID 488895, 2010;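 active means mean replicate inhibition at least 50% and at least half of replicates individually reaching 50%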;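 further: exported cargo escapes ClpAP degradation while cytoplasmic cargo is degraded and loses fluorescence; 0% = median of neutral control wells and 100% = median of NaSCN control wells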
PfHsp90 yeast 2 – growth inhibition of PfHsp90-expressing yeast, primary screen, antimalarial PfHsp90 inhibitor project, S. cerevisiae, BacTiter-Glo luminescence, single point, set 2. inhibition, % at 9.4 µM. BacTiter-Glo ATP, 48 h; yeast lacking PDR1 and PDR3 efflux regulators. 310,000 tested, 0.32% active;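 active means every replicate shows inhibition above about 80%, whatever the replicate mean, limit read from the data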;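 further: 0% = DMSO neutral controls and 100% = 20 µM radicicol positive controls; yeast relying on Plasmodium falciparum Hsp90 in place of its own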
PKA-R2B act – activators of PKA-R2B holoenzyme, primary screen, biochemical, fluorescence polarization, Cy5-IP20, human; cAMP-dependent protein kinase catalytic subunit beta (Homo sapiens) + cAMP-dependent …; PKA-R2B holoenzyme dissociation; R2B truncated from residue 108, S112A mutant; 0% DMSO only, 100% 113 µM cGMP; activation, % at 11.4 µM; 340,000 tested, 0.079% active; AID 504700, 2011;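 active means activation above a cutoff set at the mean over all compounds plus 3 SD, cut at about 18% in these data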;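 further: higher means more holoenzyme dissociation and a rise in polarization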
HTR5A inv ctr – HTR5A inverse agonists in luminescence cell assay, primary screen, counter-screen for OPRM1-OPRD1 heterodimer inverse agonist project, full-deck HTS | 5-hydroxytryptamine receptor 5A (Homo sapiens), P47898 | HTR5A cell line, inverse agonism | inhibition, % at 9.3 µM | 340,000 tested, 0.083% active; in the data active means inhibition mostly above about 23%, no sharp cut-off; inactive means mostly below about 18%;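 further: 0% = cells with DMSO and 100% = no-cell wells with DMSO; some compounds called inactive have numbers as strong as hits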
E coli growth – E. coli V3065 growth inhibition, primary screen, counter-screen for AddAB inhibitor project, absorbance, OD600; inhibition, % at 11.9 µM; 18 h; 330,000 tested, 0.27% active;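 active means inhibition above the campaign's mean inhibition across all tested compounds plus 3 SD, cut at about 9.9% in these data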;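 further: uninfected addAB+ strain grown without phage in ampicillin broth; 0% = DMSO wells and 100% = ciprofloxacin 0.95 µg/ml wells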
MOR-DOR ag – agonists of OPRM1-OPRD1 heterodimerization, primary screen, cell-based, luminescence | Mu-type opioid receptor (Homo sapiens) + Delta-type opioid receptor (Homo sapiens), … | cells | activation, % at 9.3 µM | 340,000 tested, 0.3% active; in the data active means activation above about 18%;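 further: 0% = vehicle-treated cells and 100% = reference agonist; values of inactives mirror those of a sister screen read the other way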
Target sequence (P35372 whole entry, looked up): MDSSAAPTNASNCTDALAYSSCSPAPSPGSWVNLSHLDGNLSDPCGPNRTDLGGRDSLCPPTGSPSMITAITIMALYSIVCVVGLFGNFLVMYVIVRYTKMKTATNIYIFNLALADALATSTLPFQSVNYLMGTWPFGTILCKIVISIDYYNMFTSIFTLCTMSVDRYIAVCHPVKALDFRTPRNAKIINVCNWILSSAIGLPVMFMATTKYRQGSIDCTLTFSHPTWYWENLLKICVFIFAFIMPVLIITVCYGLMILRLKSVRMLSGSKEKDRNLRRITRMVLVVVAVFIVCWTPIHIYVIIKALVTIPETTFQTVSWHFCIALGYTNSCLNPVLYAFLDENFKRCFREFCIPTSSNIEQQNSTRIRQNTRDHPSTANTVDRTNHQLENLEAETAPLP
Target sequence (P41143 whole entry, looked up): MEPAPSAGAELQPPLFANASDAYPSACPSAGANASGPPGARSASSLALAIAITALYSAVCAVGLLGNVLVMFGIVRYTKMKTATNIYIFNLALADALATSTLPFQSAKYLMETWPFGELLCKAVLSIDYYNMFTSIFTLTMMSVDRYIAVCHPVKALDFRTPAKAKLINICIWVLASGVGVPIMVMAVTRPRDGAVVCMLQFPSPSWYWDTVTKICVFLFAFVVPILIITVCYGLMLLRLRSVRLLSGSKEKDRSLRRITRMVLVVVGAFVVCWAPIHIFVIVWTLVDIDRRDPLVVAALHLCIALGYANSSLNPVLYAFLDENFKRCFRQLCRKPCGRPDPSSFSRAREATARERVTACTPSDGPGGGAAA
phage Ecoli inh – growth loss of phage-infected E. coli, primary screen, RecBCD inhibitor project, absorbance, with phage, HTS. inhibition, % at 11.9 µM. 360,000 tested, 0.26% active; in the data active means inhibition above about 11%
OPRM1-OPRD1 inv – inverse agonists of MOR-DOR heterodimerization, primary screen, cell-based, luminescence | Mu-type opioid receptor (Homo sapiens) + Delta-type opioid receptor (Homo sapiens), … | cell-based MOR-DOR heterodimer luminescence, inverse agonism | inhibition, % at 9.3 µM | 340,000 tested, 0.21% active | AID 504357, 2011; in the data active means inhibition above about 22%, passing the limit was not always enough;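 further: 0% = cells with DMSO and 100% = wells without cells with DMSO; values of inactives mirror those of a sister screen read the other way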
The depositor's hits bear a star; nt = not tested or not shown.

SMILES,MOR-DOR ag,OPRM1-OPRD1 inv,SUMO Mot1 rescue,phage Ecoli inh,PfHsp90 yeast 2,Tat export inh,PKA-R2B act,AddAB inh,HTR5A inv ctr,E coli growth,PKA-R1A act
CCN1CCN(c2ccccc2NC(=O)C(C)Oc2ccc(C(C)=O)cc2)CC1 (stereo unspecified),-0.9,3.7,5.9,0.5,10.3,-2.0,1.0,0.8,0.7,1.9,2.9
COc1ccc(NC(=O)CSc2cccc3cccnc23)c(OC)c1,-1.9,9.9,24.5,3.4,-20.5,-2.7,-11.8,4.5,-16.0,2.3,-5.4
CCn1cc(Br)c(C(=O)Nc2cccc(Cl)c2)n1,-2.1,11.9,13.0,2.4,-14.3,-0.7,-1.3,-1.8,2.1,-2.0,-8.9
CCOc1ccc(NC(=O)CC2C(=O)N(c3cccc(OC)c3)C(=O)N2C(C)C)cc1 (stereo unspecified),-0.1,0.4,6.7,0.9,11.3,-3.2,-5.6,0.3,-9.4,-0.9,-2.7
CCc1nn2c(=O)cc(COc3ccc(/C=C4\C(=N)N5N=C(C)SC5=NC4=O)cc3)nc2s1,-2.5,12.1,-15.1,1.9,-15.7,-4.7,-5.4,0.8,16.2,0.0,-1.1
COc1ccc2[nH]c(O)c(NC(C)=O)c2c1,-2.8,14.8,9.6,0.2,0.9,1.4,-3.4,0.8,28.4,-0.3,-16.2
CCC(CO)NC(=O)c1ccccc1C(F)(F)F (stereo unspecified),-0.9,5.0,4.1,4.9,4.6,0.3,0.0,1.7,-19.1,0.3,-2.3
O=C(Nc1nc2c(s1)C(=O)CCC2)c1ccccc1,-3.4,19.1,-15.4,2.1,48.8,-16.5,-7.1,2.9,-3.5,-0.9,4.3
CCN1CCN(CCCNC(=O)Cn2cc3c(n2)CCCC3)CC1,-2.4,11.8,2.9,3.3,-0.9,-8.9,-3.5,7.0,5.8,-0.2,9.1
COc1ccc(C=O)cc1OC(=O)C1(C)Cc2ccccc2C(=O)O1 (stereo unspecified),-1.8,9.7,9.3,-3.3,-16.4,-1.5,5.4,1.5,-0.2,-0.3,5.2
O=C(c1ccco1)N1CCN(C(=O)c2oc(=O)c3ccccc3c2-c2ccccc2)CC1,-2.7,14.1,6.9,2.1,nt,-12.6,3.5,5.1,-15.1,-0.2,2.6
CC1CCN(S(=O)(=O)c2ccc3c(c2)N(CC(=O)NCCCN2CCCC(C)C2)C(=O)CS3)CC1 (stereo unspecified),-1.4,7.2,25.6,1.1,-12.0,-3.4,-1.4,1.0,10.2,1.5,-4.0
CCCC1=C(C(=O)OCC)C(c2cc(Cl)cc(OC)c2OCc2ccccc2)NC(=O)N1 (stereo unspecified),8.8,-46.6,-1.1,6.0,21.2,1.3,0.8,-0.5,-22.9,2.6,-4.7
Cc1ccc(NC(=O)C2CC(=O)n3ncnc3N2)cc1C (stereo unspecified),2.6,-11.7,8.8,0.2,5.6,9.1,-1.3,-1.3,9.3,1.5,-1.2
O=C1C2C3C=CC(C4CC34)C2C(=O)N1/N=C/c1ccc(-c2cccc([N+](=O)[O-])c2)o1 (stereo unspecified),-1.2,6.2,-1.6,2.9,nt,8.1,-15.7,-0.7,-19.5,-3.4,-16.0

Overlap with the part before: 2 compounds, followed by the next part.
SMILES,MOR-DOR ag,OPRM1-OPRD1 inv,SUMO Mot1 rescue,phage Ecoli inh,PfHsp90 yeast 2,Tat export inh,PKA-R2B act,AddAB inh,HTR5A inv ctr,E coli growth,PKA-R1A act
Cc1ccc(NC(=O)C2CC(=O)n3ncnc3N2)cc1C (stereo unspecified),2.6,-11.7,8.8,0.2,5.6,9.1,-1.3,-1.3,9.3,1.5,-1.2
O=C1C2C3C=CC(C4CC34)C2C(=O)N1/N=C/c1ccc(-c2cccc([N+](=O)[O-])c2)o1 (stereo unspecified),-1.2,6.2,-1.6,2.9,nt,8.1,-15.7,-0.7,-19.5,-3.4,-16.0
COCCn1c(SCC(=O)N2CCCCCC2)nc2c([nH]c3ccccc32)c1=O,4.6,-18.6,-9.9,2.8,4.8,1.7,5.3,-1.4,-1.6,1.1,-7.9
COc1ccc(-c2oc(=O)c3cc(OC)c(OC)cc3c2C#CCCCO)cc1,-1.0,6.0,12.8,0.9,18.1,10.8,-3.0,-1.2,-16.1,-3.8,-7.8
COc1ccc(/C=N/n2cnnc2SCc2ccc(OC)cc2)cc1,1.2,-6.7,-4.0,4.2,6.8,2.5,2.1,1.4,-9.8,2.9,4.9
Cc1ccc(SCC(=O)OCC(=O)N(CCC#N)c2ccccc2)cc1,-1.5,6.1,-7.2,0.0,-24.0,5.2,-10.2,0.4,9.2,-1.2,-4.4
CCOc1cccc(C(=O)Nc2cccnc2)c1,-2.6,14.5,-8.2,1.0,-22.5,-1.4,10.0,0.5,5.5,4.2,-3.0
Cc1ccc2c(C)c(C(=O)NCC(C)(C)N3CCOCC3)oc2c1C,-0.3,1.6,-15.7,0.5,-0.4,2.2,-5.5,2.4,-0.9,-2.3,7.7
COc1ccc(C(=O)N2CCN(CCNC(=O)C(=O)Nc3ccc(F)cc3)CC2)cc1,-1.1,5.6,2.3,1.8,-30.7,4.6,-5.4,2.2,-1.2,0.5,-9.4
CC(SCc1ccccc1)C(=O)Nc1ccccc1 (stereo unspecified),-0.9,4.5,-0.6,1.3,-3.7,3.5,-3.4,0.8,-23.6,-1.9,-16.6
COCCOC(=O)C1=C(C)NC2=C(C(=O)CCC2)C1c1ccc2c(c1)OCO2 (stereo unspecified),-2.7,15.5,2.4,1.2,18.7,3.9,-2.0,0.2,-13.1,0.2,0.8
CCN1CCN(C(c2cccs2)C(C)NS(=O)(=O)c2ccc(Br)cc2)CC1 (stereo unspecified),-3.1,16.3,-10.5,2.0,-11.1,2.6,-0.9,0.0,-4.3,0.7,-11.9
CCc1cc(=O)oc2cc(OCC(=O)NCCCN3CCOCC3)c(Cl)cc12,-0.4,2.0,-11.5,2.0,9.3,-3.7,-3.7,3.4,-12.1,-0.4,-1.0
Cc1ccccc1CS(=O)(=O)c1ccc(C(=O)N2CCC(C)CC2)cc1[N+](=O)[O-],1.3,-6.9,2.3,2.5,nt,2.8,-11.7,0.1,38.1,0.3,-5.3
CCCC(C(=O)NC(C)(C)C)N(CC1CCCO1)C(=O)CNS(=O)(=O)c1ccc(F)cc1 (stereo unspecified),-0.5,2.8,-8.2,0.4,-12.6,-11.3,5.7,2.5,12.3,-2.2,-5.7
Cc1ccc(OCCNC(=O)c2ccccc2OCc2c(C)noc2C)cc1,-2.1,8.0,nt,-0.1,-3.3,3.8,-13.3,5.0,-8.7,-0.2,0.6
O=CNC1CCCc2c1[nH]c1ccc(Cl)cc21 (stereo unspecified),1.1,-5.3,-17.9,1.9,-9.4,-0.5,0.2,1.6,1.9,3.1,1.8

Next part.
SMILES,MOR-DOR ag,OPRM1-OPRD1 inv,SUMO Mot1 rescue,phage Ecoli inh,PfHsp90 yeast 2,Tat export inh,PKA-R2B act,AddAB inh,HTR5A inv ctr,E coli growth,PKA-R1A act
NS(=O)(=O)c1ccc(NC(=O)CSc2cn[nH]n2)cc1,0.1,-0.7,-8.4,1.6,15.3,-1.0,-11.5,3.2,-6.4,1.2,-17.8
O=C(CC1C(=O)NCCN1Cc1cccc(Oc2ccccc2)c1)NCCc1ccncc1 (stereo unspecified),-0.6,2.8,19.5,3.1,-17.6,3.0,10.0,-0.6,-1.6,0.0,0.0
O=C(c1ccco1)N1CCCN(Cc2nc(-c3cccs3)no2)CC1,-2.3,12.3,3.1,2.6,29.0,17.2,-16.4,1.2,7.1,0.4,-11.6
CC(=C/c1ccc(C(C)C)cc1)/C=N/NC(=O)c1ccncc1,0.3,-2.0,11.7,3.1,8.3,-1.7,-5.3,1.9,-26.8,-1.8,10.8
CCCCn1c(CN2CCN(C(=O)OCC)CC2)nc2c1c(=O)n(C)c(=O)n2C,-2.2,10.0,7.0,3.3,nt,-1.5,-3.2,1.6,7.1,-1.7,8.3
Cc1ccc(S(=O)(=O)N2CCC(=O)N(C(COCc3ccc(Cl)cc3)Cc3ccccc3)CC2)cc1 (stereo unspecified),1.3,-7.5,7.7,3.0,-6.3,-4.1,-11.3,2.8,-1.5,0.2,-17.7
Cc1cnc(C(=O)OCC(=O)NC(=O)NC(C)C)cn1,-1.9,10.7,-15.2,4.1,-17.6,9.1,13.4,-2.1,-6.4,1.5,2.0
CCC(CC)c1nnc(NC(=O)CCc2ccccc2OC)s1,-0.8,5.8,4.5,0.2,10.6,-2.3,-4.0,4.0,4.6,0.6,2.5
S=c1[nH]nc(-c2ccc3ccccc3n2)n1Cc1ccccc1,4.0,-26.9,-9.2,1.3,-10.4,-0.3,-6.7,1.1,-6.8,-2.6,-2.6
CCOc1ccc(Br)cc1/C=N/O,-0.3,1.8,-3.8,3.7,3.0,-1.2,-4.6,2.3,-15.7,-1.6,-0.9
COc1ccccc1OC(C)C(=O)Nc1nc(-c2ccc(S(=O)(=O)N3CCOCC3)cc2)cs1 (stereo unspecified),-2.3,12.2,2.6,4.1,-4.3,10.3,-6.6,-1.2,1.8,-2.1,-2.0
CCOC(=O)c1ccc(CNC(=O)Cn2nnc(-c3cccc(C)c3)n2)o1,-1.4,6.7,nt,nt,nt,8.9,-4.7,-0.6,-3.3,-1.4,-22.9

Source: PubChem BioAssay (several laboratories)
